Fh CTSL1 inh = blocks F. hepatica cathepsin L1 in PFM18AAP counter-screen. recombinant F. hepatica cathepsin L1, Z-Leu-Arg-MCA fluorescence. inhibition, % at 5.96 µM. 300,000 compounds, 0.49% hits. AID 1906;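 active means inhibition above the mean of all tested compounds plus 3 SD, set per screening campaign, cut at about 17% in these data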;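 further: 0% = plate median of test compound wells and 100% = 1 µM Z-Phe-Ala-diazomethylketone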
PREPL inh = inhibitors of human prolyl oligopeptidase-like enzyme PREPL; 320,000 compounds, 0.68% hits; recombinant PREPL, fluorescence polarization activity-based probe; inhibition, % at 5.96 µM; in the data active means inhibition above about 43%;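 further: 0% = enzyme with DMSO and 100% = wells lacking enzyme; many of its hits are not listed in these tables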
Target sequence (Q4J6C6 whole entry, looked up): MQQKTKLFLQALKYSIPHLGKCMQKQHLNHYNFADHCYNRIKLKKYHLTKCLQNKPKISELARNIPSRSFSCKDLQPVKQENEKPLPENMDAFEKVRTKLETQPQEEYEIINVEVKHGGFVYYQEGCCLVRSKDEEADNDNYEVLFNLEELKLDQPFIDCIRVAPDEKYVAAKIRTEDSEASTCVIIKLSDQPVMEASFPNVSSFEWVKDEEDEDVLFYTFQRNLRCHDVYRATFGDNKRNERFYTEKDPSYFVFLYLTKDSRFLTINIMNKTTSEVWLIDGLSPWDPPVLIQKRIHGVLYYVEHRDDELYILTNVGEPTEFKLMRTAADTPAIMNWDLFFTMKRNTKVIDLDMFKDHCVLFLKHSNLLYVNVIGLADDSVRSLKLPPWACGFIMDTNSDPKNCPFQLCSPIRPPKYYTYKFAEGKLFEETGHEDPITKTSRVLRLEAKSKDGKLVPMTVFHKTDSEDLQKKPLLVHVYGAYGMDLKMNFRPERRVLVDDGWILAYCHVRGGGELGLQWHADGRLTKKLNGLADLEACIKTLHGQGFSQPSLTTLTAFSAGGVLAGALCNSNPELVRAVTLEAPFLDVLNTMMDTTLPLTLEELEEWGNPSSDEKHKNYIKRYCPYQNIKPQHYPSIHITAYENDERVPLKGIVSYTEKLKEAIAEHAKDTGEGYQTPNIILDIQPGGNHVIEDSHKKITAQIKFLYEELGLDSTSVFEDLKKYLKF
ZTA counter = blocks Epstein-Barr virus ZTA, an EBNA-1 counter-screen; P03206; ZTA-DNA binding, fluorescence polarization; inhibition, % at 11 µM; 320,000 compounds, 0.15% hits; AID 2234; in the data active means inhibition above about 33%
Target sequence (P03206 whole entry, looked up): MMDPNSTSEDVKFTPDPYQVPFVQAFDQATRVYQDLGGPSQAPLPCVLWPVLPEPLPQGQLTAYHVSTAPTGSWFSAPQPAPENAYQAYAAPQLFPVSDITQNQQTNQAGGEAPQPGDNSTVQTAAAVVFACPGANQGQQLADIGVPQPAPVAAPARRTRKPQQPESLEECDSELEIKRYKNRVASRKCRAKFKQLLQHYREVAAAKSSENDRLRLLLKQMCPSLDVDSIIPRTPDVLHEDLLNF
EBNA-1 inhibitor = blocks EBNA-1 binding to DNA; EBNA-1 DNA binding, fluorescence polarization; 300,000 compounds, 0.34% hits; inhibition, % at 14.8 µM; AID 1950; in the data active means inhibition above about 28%
TPT1 inhibitor = inhibitors of Candida albicans tRNA 2'-phosphotransferase TPT1. 300,000 compounds, 0.81% hits. recombinant caTPT1, FP RNA substrate dephosphorylation. inhibition, % at 5 µM;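 active means inhibition above the mean of all tested compounds plus 3 SD, set per screening campaign, cut at about 24% in these data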;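 further: plate controls were DMSO alone for no effect and ferristatin control at 100 nM for full effect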
HCV core dimer = HCV core protein dimerization inhibition | TR-FRET GST/Flag-core106 dimerization, 1536-well | inhibition, % at 5 µM | 300,000 compounds, 0.33% hits | AID 1899;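 active means inhibition above the mean of all tested compounds plus 3 SD, set per screening campaign, cut at about 45% in these data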
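Assay system: tagged HCV core106 pair (GST and Flag); medium: KF-containing HEPES buffer, pH 7.45, DTT, CHAPS, BSA; also added: Eu donor and XL665 acceptor anti-tag antibodies; dosing: 5 µM single dose; timing: compound-protein-antibody incubation 4 h at 22.5 °C; signal: TR-FRET 671 and 617 nm emission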
Efflux pump mplx = antifungal efflux pump inhibition, Nile Red retention; S. cerevisiae Candida pump triplex; inhibition, % at 10 µM; 330,000 compounds, 0.44% hits;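 active means plate passing quality check with inhibition over a set limit, or well fluorescence over plate mean plus 4 SD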;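 further: Nile Red retained in pooled yeast measured as flow cytometry median fluorescence; 0% = buffer negative control and 100% = Enniatin B positive control; higher means more Nile Red kept so more efflux inhibition; some compounds called inactive have numbers as strong as hits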
PP5 primary = inhibitors of human protein phosphatase 5 (PP5); P53041; purified PP5c, OMFP substrate fluorescence; inhibition, % at 6.7 µM; 320,000 compounds, 0.18% hits;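 active means inhibition above the campaign's mean inhibition across all tested compounds plus 3 SD, cut at about 9.5% in these data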;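 further: 0% = DMSO only and 100% = 100 µM cantharidin control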
PP1 counter = counter-screen for PP5 inhibitors: inhibitors of human PP1-alpha; purified PP1alpha, OMFP fluorescence; inhibition, % at 6.7 µM; 320,000 compounds, 0.9% hits; AID 2235;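 active means inhibition above the mean inhibition of all tested compounds plus 3 SD, computed separately for each screening campaign, cut at about 15% in these data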
Starred values were filed as active, the others as inactive; . = not tested or not shown. Some of the compounds tested. The share of hits here may be higher or lower than overall.

SMILES	Fh CTSL1 inh	PREPL inh	ZTA counter	EBNA-1 inhibitor	TPT1 inhibitor	HCV core dimer	Efflux pump mplx	PP5 primary	PP1 counter
CCN=C1S/C(=C\c2cn(CC(=O)NCCOC)c3ccccc23)C(=O)N1CC	1	10	-20	-4	1	-12	-0.2	0.2	3
COc1ccc(C(=O)n2nc(C)cc2C)cc1OC	1	4	-12	0	-4	-1	0.0	2.0	-2
Cc1ccc(NC(=O)c2cc(S(=O)(=O)N3CCCC3)c[nH]2)c(C)c1	-5	4	2	7	-3	-3	0.0	1.6	-1
Cc1ccc(N2C(=O)CSC2c2c(F)cccc2Cl)cc1 (stereo not drawn)	-2	-14	2	4	2	-3	0.0	1.1	2
CCCN(CCC)c1nc(Cl)nc(NCc2ccco2)n1	2	-5	13	20	-1	7	0.1	1.9	2
[O-][n+]1cccc2ncc3cscc3c21	-3	-4	-3	0	-1	-7	0.0	4.2	-1
Cc1nn(-c2ccccc2)c(N2CCCC2)c1/C=N/NC(=O)c1cc(-c2ccccc2)nc2ccccc12	-2	9	7	-9	-3	23	1.0	3.6	10
CC1CCc2c(C(=O)NCc3ccco3)csc2C1 (stereo not drawn)	5	-1	1	-1	0	3	0.1	1.3	-1
CCCCNC(=O)Cc1coc2ccc3ccccc3c12	4	-6	14	9	-2	6	0.1	-0.4	4
CC(C)(C)C(=O)N1CCN(c2ccc(NC(=O)c3ccco3)cc2)CC1	7	2	20	8	2	-3	0.0	-0.5	-2
Cc1ccc(-n2cc[nH]c2=S)cc1C	0	-1	-11	-14	0	0	0.1	-0.8	0
O=C(c1ccccc1Oc1ccc([N+](=O)[O-])cc1)N1CCOCC1	1	6	16	9	1	3	0.1	-0.3	0
O=C(Nc1ccc2c(c1)OCO2)C1CCCCC1	1	4	-3	-1	-4	-6	0.0	3.2	0
CSc1ccc(/C=C(/NC(=O)c2ccco2)C(=O)N2CCCCCC2)cc1	-3	8	8	6	2	5	-0.2	2.0	-1
CCn1cc(C(=O)N[C@H](C(=O)NC(C)(C)CO)C(C)C)c(=O)c2cc3c(cc21)OCO3	-5	5	-7	4	-3	13	-0.1	0.3	-4
COc1ccc(C(=O)Nc2c(N)nc(SCC(=O)N3CCCCCC3)[nH]c2=O)cc1OC	-1	-11	23	2	0	-1	-0.1	-1.9	-3
COc1ccc(NC(=O)CSc2nc3ccncc3[nH]2)c(OC)c1	1	-10	0	4	1	-5	0.0	-0.6	-4
CCCCSc1nnc2[nH]c(=O)cc(N)n12	-2	8	-10	9	-4	-2	-0.3	-2.4	-1
CCOC(=O)c1cc(CC)sc1/N=C/c1c(O)ccc2ccccc12	0	-4	11	15	-1	6	0.0	1.0	0
CCn1c(NC2CCCCC2)nc2ccccc21	-1	5	14	3	1	3	0.1	-2.7	0

Already shown: entries from further up.
SMILES	Fh CTSL1 inh	PREPL inh	ZTA counter	EBNA-1 inhibitor	TPT1 inhibitor	HCV core dimer	Efflux pump mplx	PP5 primary	PP1 counter
Cc1nn(-c2ccccc2)c(N2CCCC2)c1/C=N/NC(=O)c1cc(-c2ccccc2)nc2ccccc12	-2	9	7	-9	-3	23	1.0	3.6	10
CC1CCc2c(C(=O)NCc3ccco3)csc2C1 (stereo not drawn)	5	-1	1	-1	0	3	0.1	1.3	-1
CCCCNC(=O)Cc1coc2ccc3ccccc3c12	4	-6	14	9	-2	6	0.1	-0.4	4
CC(C)(C)C(=O)N1CCN(c2ccc(NC(=O)c3ccco3)cc2)CC1	7	2	20	8	2	-3	0.0	-0.5	-2
Cc1ccc(-n2cc[nH]c2=S)cc1C	0	-1	-11	-14	0	0	0.1	-0.8	0
O=C(c1ccccc1Oc1ccc([N+](=O)[O-])cc1)N1CCOCC1	1	6	16	9	1	3	0.1	-0.3	0
O=C(Nc1ccc2c(c1)OCO2)C1CCCCC1	1	4	-3	-1	-4	-6	0.0	3.2	0
CSc1ccc(/C=C(/NC(=O)c2ccco2)C(=O)N2CCCCCC2)cc1	-3	8	8	6	2	5	-0.2	2.0	-1
CCn1cc(C(=O)N[C@H](C(=O)NC(C)(C)CO)C(C)C)c(=O)c2cc3c(cc21)OCO3	-5	5	-7	4	-3	13	-0.1	0.3	-4
COc1ccc(C(=O)Nc2c(N)nc(SCC(=O)N3CCCCCC3)[nH]c2=O)cc1OC	-1	-11	23	2	0	-1	-0.1	-1.9	-3
COc1ccc(NC(=O)CSc2nc3ccncc3[nH]2)c(OC)c1	1	-10	0	4	1	-5	0.0	-0.6	-4
CCCCSc1nnc2[nH]c(=O)cc(N)n12	-2	8	-10	9	-4	-2	-0.3	-2.4	-1
CCOC(=O)c1cc(CC)sc1/N=C/c1c(O)ccc2ccccc12	0	-4	11	15	-1	6	0.0	1.0	0
CCn1c(NC2CCCCC2)nc2ccccc21	-1	5	14	3	1	3	0.1	-2.7	0

Additional results follow:
SMILES	Fh CTSL1 inh	PREPL inh	ZTA counter	EBNA-1 inhibitor	TPT1 inhibitor	HCV core dimer	Efflux pump mplx	PP5 primary	PP1 counter
CC(C)(C)C(=O)Nc1cccc2[nH]ncc12	-3	0	5	-10	-2	-1	-0.4	-0.2	-1
CCOC(=O)c1c(C)nc2cc(C)ccn12	-9	15	1	0	4	3	0.2	5.5	-3
C=CCOC(=O)Nc1snnc1C	1	-6	-4	3	0	-6	-0.2	-3.4	0
O=C(Nc1nc(=O)n(C(=O)c2cccc(C(F)(F)F)c2)s1)c1ccccc1	2	-1	2	2	-1	-1	-0.3	1.6	-1
O=C(c1ccc(N2CCCC2)c([N+](=O)[O-])c1)N1CCN(c2ccccn2)CC1	-4	5	-9	-7	-2	4	-0.1	-1.8	-1
CC(C)c1ccc(N(CC(=O)Nc2ccc(S(=O)(=O)N3CCOCC3)cc2)S(C)(=O)=O)cc1	5	0	-9	-17	0	-1	0.1	8.7	3
COc1ccc(C(=O)NC2(C(F)(F)F)N=C3SCCN3C2=O)cc1 (stereo not drawn)	0	-6	4	5	-3	1	0.1	2.7	1
CC(=O)c1ccc(OCC(=O)N2CCCC(Nc3ccc(C)c(C)c3)C2)cc1 (stereo not drawn)	5	5	-14	-8	-2	-16	0.0	-0.2	4
COc1ccc(CN2CCN(C(=O)CC(C)C)CC2)cc1Br	0	8	0	17	0	4	-0.1	2.6	-7
CN(C)CCCN(C(=O)c1ccc(S(=O)(=O)N(C)Cc2ccccc2)cc1)c1nc2cc3c(cc2s1)OCO3	3	13	-5	-3	-3	-8	-0.2	3.0	9
O=[N+]([O-])c1ccc(C(O)CSC(=S)N2CCCCC2)cc1 (stereo not drawn)	-4	6	-3	-2	1	6	0.4	3.4	1
O=C(CCn1nnc(-c2cccs2)n1)NCc1ccccc1Cl	1	1	12	-14	3	-11	0.0	-0.5	0
CN(CC(=O)NCCc1ccc(Cl)cc1)S(=O)(=O)c1cccs1	-1	5	-5	5	-1	-8	-0.2	-1.4	-2
CC(=O)Oc1ccc(N(C(C)=O)S(=O)(=O)c2ccc3ccccc3c2)cc1Br	-10	-4	13	6	-2	12	0.0	4.3	1
CCOC(=O)c1c(/N=C/C2=C(O)CCCC2=O)sc2c1CCCC2	3	20	-5	-4	-9	-6	-0.1	1.0	1
Cc1ccc(CCN2CC(C(=O)NCCC(C)C)CC2=O)cc1 (stereo not drawn)	-2	9	-4	-2	-1	8	0.0	1.1	-3
Cc1ccc(S(=O)(=O)Nc2cccc3ncccc23)s1	0	-2	-5	6	3	5	-0.1	-1.0	0
COc1ccc(C(=O)N2CCN(C(=O)c3ccco3)CC2)cc1OC	1	2	0	-4	0	-4	0.0	4.2	-8
CCCCn1nc2cc(C(=O)N[C@H](C)C3CCCCC3)ccc2c1OCC	-2	-5	3	0	2	9	.	1.7	0
O=C(Nc1ccc(N2CCCCCC2)cc1)c1ccc[nH]1	.	17	-3	.	.	.	0.2	5.9	-1
Cc1ccnc(NC(=O)CCC(=O)N(CC(=O)NC2CCCCC2)Cc2cccs2)c1	4	-2	-1	-3	-5	-2	0.0	1.6	-1
CC(=O)c1ccc(NC(=O)CCCN2C(=O)C(c3ccccc3)Oc3cccnc32)cc1 (stereo not drawn)	1	-15	4	-1	-3	-3	0.1	1.9	-3
CCC1CCCCN1C(=O)CCNS(=O)(=O)c1ccc2c(c1)oc(=O)n2C (stereo not drawn)	1	2	-7	-9	-3	-7	0.1	-1.2	-8
COc1ccc(OC)c(N=C(C)C2=C(O)COC2=O)c1	1	14	2	4	-7	-5	-0.1	-1.5	2
Cc1ccc(C(=O)Nc2ccc(S(=O)(=O)N3CCOCC3)cc2)cc1Br	3	3	-9	3	1	3	-0.1	-0.3	1
COc1cccc(CC(=O)NC2CCCN(Cc3ccc(Cl)cc3)C2)c1 (stereo not drawn)	2	0	-20	4	1	-5	0.0	3.3	1
O=S(=O)(c1ccccc1)N1CCCN(S(=O)(=O)c2ccccc2)CC1	5	22	-15	-6	1	-2	0.1	1.3	1
CCCC(=O)C1=C(c2ccccc2)C(C#N)(C#N)C(C#N)=C1N	0	18	-2	-1	5	-17	0.1	1.2	-3
CCCn1c(=N)n(CC(=O)c2ccc(Cl)c(Cl)c2)c2ccccc21	4	34	-4	-1	-4	-13	-0.1	0.4	4
C/C(CC(=O)Nc1ccc(Cl)c(C(F)(F)F)c1)=N\NC(=O)c1ccccc1O	4	12	16	3	2	-4	-0.2	2.9	3
Cc1cc(C)c(C)c(S(=O)(=O)N(C)C2CCN(C)CC2)c1C	3	-20	-5	-9	0	0	0.0	1.8	1
CCn1cc(CNC(=O)c2c(-c3c(Cl)cccc3Cl)noc2C)c(C)n1	-3	-10	-7	-7	1	4	-0.1	-2.2	-2
CCCOc1ccc(NC2=CC(=O)CC(C)(C)C2)cc1	5	7	-4	4	-3	-4	-0.1	-0.2	-5
COc1ccc(Cl)cc1NC(=O)CN(C1CCCCC1)S(C)(=O)=O	0	-7	4	5	-1	0	0.1	1.8	-5
COc1ccccc1C(=O)COC(=O)c1cccc(-n2cnnn2)c1	.	16	-12	.	.	.	-0.1	3.8	5
Cc1cccc([C@@H]2[C@@H]3C(=O)N(Cc4ccccc4)C(=O)[C@@H]3[C@]3(Cc4ccccc4)C(=O)N(c4cccc(F)c4)C(=O)N23)c1	0	-3	5	-1	0	18	-0.1	2.2	2
Cc1[nH]c2ccccc2c1C1=NNC(=Nc2ccc(F)cc2)SC1	5	11	-13	10	-1	-20	-0.1	5.0	-4
O=C(N=C1SC2CS(=O)(=O)CC2N1c1ccc(F)cc1)C1CCCCC1 (stereo not drawn)	7	12	16	8	-1	12	-0.2	-0.6	-2
Cc1ccnc(NS(=O)(=O)c2ccc(NS(=O)(=O)Cc3ccccc3)cc2)n1	0	11	2	10	-2	0	-0.2	0.8	1

Source: PubChem (several laboratories)
